Nrf2 inh = inhibitors of Nrf2 signaling. A549 ARE-Fluc reporter, luciferase luminescence, 18-24 h. Potency, µM (doses to about 46 µM), inactives show at the top dose activity change, negative = inhibition, actives largely listed as inhibitors. 2.1% of 360,000 active; further: potency means the concentration at half of the fitted maximal effect; on the % scale 0 is the no-effect control and ±100 the full control effect; nearly all actives have a fitted effect of over 60% in size
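A549 ARE_Fluc cells, 5000/well, 5% FBS OPTI-MEM; compounds in dose-response, 18-24 h at 37 °C/5% CO2; CellTiter-Fluor viability read (Ex 405/Em 525), then BugLite luciferase luminescence = Nrf2 activity.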
HepG2 tox = HepG2 cytotoxicity, counter-screen for TGF-b inhibitors | HepG2 CAGA-GFP viability, ATP luminescence, 18 h | Potency, µM (series often up to 46.1 µM), without a hit: at the top dose activity change, negative = cytotoxicity, most hits filed as cytotoxic | 0.76% of 410,000 active; further: potency means the concentration at half of the fitted maximal effect; some results filed as inactive show a strong effect at the top dose
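CellTiter-Glo luminescence gave cytotoxicity after 18 hours at 37 degrees C. The cells were HepG2 CAGA-GFP in 1% FBS DMEM, stimulated with 500 pg/mL TGF-beta after compound addition. %Activity was normalised to no-cell wells (complete cell-killing) and DMSO (no toxicity), and curves were fitted and classified.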
A549 tox = kills or reduces viability of A549 cells in Nrf2 counter-screen; A549 ARE-Fluc cells, CellTiter-Fluor viability, 18-24 h; Potency, µM (doses to about 46 µM), for the others: at the top dose activity change, negative = cytotoxicity, hits mostly inhibitors; 0.16% of 390,000 active; AID 504648; further: potency means the concentration at half of the fitted maximal effect; on the % scale 0 is the no-effect control and ±100 the full control effect
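A549 ARE-Fluc cells in 5% FBS OPTI-MEM, 5000 cells/well, rested 2 h then exposed to compounds in concentration-response for 18-24 h at 37 °C. Viability by CellTiter-Fluor fluorescence (Ex 405/Em 525) after 30 min; luciferase luminescence (BugLite, 15 min, RT) read afterwards.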
TGFb SMAD3 inh = TGF-b pathway inhibition. Potency, µM (series often up to 46.1 µM), inactives show at the top dose activity, negative = inhibition, hits mostly inhibitors. AID 588855. HepG2 CAGA-GFP TGF-b/SMAD3 reporter, GFP fluorescence, 18 h; TGF-beta stimulated, 500 pg/mL final. 1.2% of 410,000 active; further: potency means the concentration at half of the fitted maximal effect; on the % scale 0 is the no-effect control and ±100 the full control effect; nearly all actives have a fitted effect of over 65% in size
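First, reporter cells (HEPG2 CAGA-GFP) rested 2 h at 37 degrees C. Next, compounds were pinned in and TGF-beta added to 500 pg/mL final. After 18 h, GFP was imaged per cell and summed per well.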
Mm-Cpn inhibitor = M. maripaludis TRiC chaperonin inhibition | purified Mm-Cpn ATPase, ADP Transcreener TR-FRET | Potency, µM (doses to about 76.9 µM), inactives show top-dose activity, negative = inhibition, most hits filed as inhibitors | 0.031% of 330,000 active | AID 504842; further: potency means the concentration at half of the fitted maximal effect; on the % scale 0 is the no-effect control and ±100 the full control effect; nearly all actives have a fitted effect of over 80% in size
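Purified archaeal Mm-CPN (25nM final) preincubated 10 min at 37degC with compound, then 10uM ATP for 30 min at 37degC; ADP measured by HTRF Transcreener TR-FRET; buffer 30 mM TRIS pH 7.4, 100mM KCl, 5mM MgCl2, 1mM DTT.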
Nrf2 ARE act = activators of Nrf2 (ARE) signaling | 0.31% of 410,000 active | AID 624171 | Potency, µM (highest dose often 46.1 µM), without a hit: at the top dose activation, most hits filed as activators | AREc32 ARE-luciferase reporter (MCF7-derived line), luminescence, 24 h; further: potency means the concentration at half of the fitted maximal effect; % of control where 0% means no effect; nearly all actives have a fitted effect of over 65% in size
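ARE-driven firefly luciferase activity in AREc32 cells measured after a 24 hr compound exposure at 37 deg C, using Steady-Glo reagent and a 30 min room-temperature hold.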
CCT chaperon mod = cytosolic chaperonin activity modulation; AID 651819; purified chaperonin ATPase assay, HTRF ADP detection, 30 min; activity change, % (concentration not given with the values), hits read low; 0.3% of 360,000 active; in the data active means activity change below about -30%; further: on the % scale 0 is the no-effect control and ±100 the full control effect
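TRiC (40 or 20 nM final, by batch activity) in 30 mM Tris pH 7.4, 100 mM KCl, 5 mM MgCl2, 1 mM DTT was treated with compound at 76 uM single dose, then 10 uM ATP, 30 min at 37 °C. ADP was read by HTRF Transcreener.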
Abeta yeast res = A-beta toxicity reversal in yeast | yeast expressing A-beta42, growth rescue, OD600, 48 h; response scale: 0% DMSO, 100% iron-clioquinol control | Potency, µM (series often up to 46.1 µM), for inactives: at the highest dose growth rescue, hits mostly activators | 0.063% of 410,000 active; further: potency means the concentration at half of the fitted maximal effect; nearly all actives have a fitted effect of over 55% in size
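Yeast A-beta toxicity model in growth medium with pinned compounds, 48 h at 30 C; growth read as absorbance at 600 nm. Normalized to FeCl3/clioquinol equimolar mix (positive) and DMSO (negative).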
pAkt inh = inhibitors of Akt phosphorylation. Neuro2A IGF-stimulated pAkt S473 HTRF, 20 min; hits give low values. activity change, % for hits at 50 µM. 0.32% of 360,000 active; in the data active means activity change below about -80%; inconclusive means mostly about -51% to -80%; further: on the % scale 0 is the no-effect control and ±100 the full control effect
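Neuro2A cells in DMEM with 0.5% FBS, overnight at 37 deg C, given compound at single 50 µM final, then IGF (6 nM final) for 20 min at 37 deg C. Lysed; phospho-Akt Ser473 by HTRF after 24 h, 665/615 ratio.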
Starred values were filed as active, the others as inactive; i = inactive; u = inconclusive; x = not tested or not shown; [ ] = remark or other dose. Unless noted, the call rests on the fitted dose curve; in most records, active means well fitted curve in the direction sought with a large enough effect; inconclusive means small, poorly fitted or top-dose-only effect, or another doubt; inactive means no such curve, though single readings can be large; an effect the other way counts as inactive or inconclusive.

SMILES	Nrf2 inh	HepG2 tox	A549 tox	TGFb SMAD3 inh	Mm-Cpn inhibitor	Nrf2 ARE act	CCT chaperon mod	Abeta yeast res	pAkt inh
O=C(NCc1ccc(CNC(=O)c2ccco2)cc1)c1ccco1	u	1%	-1%	18%	-1%	0.4%	-0.2	18%	i
C=CC[C@@H](CC(=O)NCCO)C(=O)N[C@H](COC(=O)[C@H](CC=C)CC(=O)OC(C)(C)C)Cc1c[nH]c2ccccc12	8%	-49%	7%	-9%	0%	5.6%	1.4	-11%	i
O=C(Nc1ccc(Cl)c(C(F)(F)F)c1)C1Cc2c(-c3ccc4c(c3)OCO4)ccnc2O1 (stereo not given)	x	-31%	x	11µM*	x	-0.5%	-1.6	-9%	i
CS(=O)(=O)N1CCCCC1c1cc(C(=O)Nc2ccc3c(c2)OCO3)no1 (stereo not given)	x	-9%	x	16%	x	5.5%	-1.2	-26%	x
O=C(C1CCN(CCc2ccccc2)CC1)N1CCOCC1	1%	-5%	1%	3%	x	0.1%	-0.1	-12%	i
Cc1cccc(NC(=S)NCc2ccc3[nH]c4c(c3c2)CCCC4)c1	u	-37%	-3%	25µM*	-1%	-1.0%	0.1	u	i
O=C(Nc1nccs1)[C@@H]1CCCN1C(=O)c1cccs1	-2%	2%	-3%	0%	0%	3.1%	1.7	-9%	i
COc1ccc(OCC(=O)NNC(=O)c2cccc(C)c2)cc1	-3%	5%	1%	9%	1%	0.2%	2.3	-4%	i
CCc1ccccc1NC(=O)CSc1nc2n[nH]c(C)c2c(=N)n1-c1cccc(OC)c1	18µM*	-34%	u	-1%	0%	7.1%	-6.6	21%	i
N/C(=N\OS(=O)(=O)c1ccccc1)c1cccnc1	22%	3%	-5%	0%	-1%	-0.3%	1.2	-4%	i
Cc1ccc(-n2ncc(C(=O)NCc3cccs3)c2C2CCN(C(=O)OC(C)(C)C)CC2)cc1	u	-24%	-9%	-11%	x	-1.3%	x	14%	x
O=[N+]([O-])c1ccc2c(c1)C(N1CCOCC1)/C(=C/COc1ccc(F)cc1)O2 (stereo not given)	-17%	-49%	7%	u	0%	2.3%	-3.0	-38%[inhibitor]	i
Cc1cccc(C(c2sc3nc(-c4ccco4)nn3c2O)N2CCN(c3ccccc3F)CC2)c1 (stereo not given)	x	-22%	6%	u	x	2.0%	x	4%	x
Cc1ccc(C(=O)c2c3ccc([N+](=O)[O-])cc3[n+]([O-])n2CCCN)cc1	u	-45%	u	u	0%	u	0.6	-4%	i
O=C(CSc1nnc(NC(=O)c2ccc(S(=O)(=O)N3CCOCC3)cc2)s1)Nc1ccccc1C(F)(F)F	-5%	-20%	0%	2%	1%	0.1%	0.0	-1%	i
O=C(Nc1ccc2c(c1)OCCO2)c1cc2sccc2n1Cc1ccc(F)cc1	0%	-33%	-18%	-14%	u	1.9%	-7.9	31%	i
CCN(C(=O)COC(=O)c1ccc(O)cc1)c1cccc2ccccc12	-14%	-16%	0%	-8%	-1%	-0.2%	-3.0	7.9µM*	i
CCn1c(COc2ccccc2C)nc2ccccc21	u	-29%	-5%	-2%	0%	3.1%	-2.3	14%	i
CC(C)NC(=O)N1CCCN(c2nc3ccc(Cl)cc3s2)CC1	u	-8%	0%	-29%	0%	2.7%	-0.2	10%	i
CSc1ccc(CCNC(=O)C(C)n2c(C)c3cnn(-c4ccccc4)c(=O)c3c2C)cc1 (stereo not given)	u	-6%	-1%	-11%	x	4.6%	x	-7%	x
COc1cccc2cc(C(=O)Nc3cc(Cl)ccc3N3CCOCC3)c(=O)oc12	4%	-8%	7%	-2%	2%	0.1%	-3.4	6%	i
Cc1nn(-c2ccccc2)c(N2CCCC2)c1/C=N/NC(=S)Nc1ccccc1C(F)(F)F	u	4%	-12%	0%	3%	0.0%	0.4	9%	i
O=C(c1ccccc1-n1cccn1)N1CCc2c([nH]c3ccccc23)C1c1ccccn1 (stereo not given)	8%	-8%	1%	-1%	-3%	5.3%	0.1	4%	i
CC1=C(C(=O)N(C(C)C)C(C)C)CC(CC(=O)NCCN2CCOCC2)C(=O)N1Cc1ccc(C(C)(C)C)cc1 (stereo not given)	x	-33%	x	u	x	-0.9%	-0.3	5%	i
COc1ccc(CNS(=O)(=O)c2ccc(N3CCCC3)cc2Br)cc1	-13%	-18%	0%	-24%	-1%	1.1%	-2.9	-31%[inhibitor]	i
More entries.
SMILES	Nrf2 inh	HepG2 tox	A549 tox	TGFb SMAD3 inh	Mm-Cpn inhibitor	Nrf2 ARE act	CCT chaperon mod	Abeta yeast res	pAkt inh
C=CCOc1cccc(CNCc2cccnc2)c1	11%	-25%	0%	3%	1%	0.3%	1.9	u	i
COc1ccc(C(=O)N2CCSCC2)cc1OC1CCN(C(C)=O)CC1	11%	-15%	-7%	-3%	1%	-0.5%	-2.9	13%	i
CC(=O)Nc1ccc(NC(=O)CSc2nnc(COc3ccccc3C)n2CC2CCCO2)cc1 (stereo not given)	6%	1%	1%	4%	-2%	12%	1.0	0%	i
COc1ccc(/C=C(/C#N)C(=O)Nc2cccnc2)cc1OC	18%	2%	-9%	4%	1%	-0.2%	-0.2	0%	i
O=C(Nn1c(-c2ccc(Br)cc2)nc2ccccc2c1=O)c1ccncc1	3%	-1%	1%	-5%	1%	4.9%	-3.0	-11%	i
COc1ccccc1C(=O)Nc1ccnn1C1CCN(Cc2ccn[nH]2)CC1	1%	-14%	2%	8%	1%	0.3%	-3.4	1%	i
O=C(Nc1c2c(nn1-c1cccc(Cl)c1)CS(=O)(=O)C2)c1ccc2c(c1)OCO2	-9%	-31%	15%	5%	3%	0.2%	-2.7	-7%	i
Cc1nn(-c2ccc([N+](=O)[O-])cc2)c2c1C(c1ccc(OC(F)F)cc1)N1C(=N2)C(=O)Nc2ccccc21 (stereo not given)	2%	1%	u	u	1%	-0.3%	-0.4	-6%	i
CCCCOc1ccc(CNC(=O)C2CCN(c3nnc(-n4cccc4CNc4ccc(C)cc4)s3)CC2)cc1	u	-21%	-9%	x	x	-0.2%	x	1%	x
O=C(NCCN1CCCC(O)C1)c1cc(COc2cccc(C(F)(F)F)c2)on1 (stereo not given)	x	-25%	x	-10%	x	1.7%	-0.5	-2%	i
COc1ccc(S(=O)(=O)c2cn(Cc3ccccc3)c3ccc(OC)cc3c2=O)cc1	u	-16%	4%	u	x	-0.3%	x	-6%	x
O=[N+]([O-])c1cc(S(=O)(=O)N2CCCC2)ccc1N/N=C/c1cccnc1	2%	-14%	3%	5%	3%	-0.6%	0.2	0%	i
COc1cccc(CN2CCN(C3CCN(c4ccccc4F)CC3)CC2CCO)c1 (stereo not given)	1%	1%	7%	-6%	0%	0.0%	-4.1	7%	i
CCCN(CC1CC1)C(=O)CSc1nnc(-c2cc(-c3cccs3)nc3ccccc23)o1	u	-1%	-2%	-1%	1%	-0.3%	-0.2	10%	i
Cc1cc(Cl)ccc1OCC(=O)OCC(=O)Nc1ccc(F)c([N+](=O)[O-])c1	1%	-32%	6%	-23%	1%	14%	-0.1	-44%[inhibitor]	i
CC(NC(=O)C(=O)Nc1c2c(nn1-c1ccccc1)CSC2)c1ccccc1 (stereo not given)	x	-26%	-5%	-11%	x	0.9%	x	14%	x
CCOc1cc(NC(=S)NCCc2ccccc2)c(OCC)cc1NC(C)=O	-4%	-13%	2%	4%	0%	0.3%	-2.3	-7%	i
COC(=O)c1c(C(=O)OC)c(-c2cccc(F)c2)n2c1CS(=O)(=O)C2	-13%	-1%	-5%	0%	1%	-0.8%	7.0	-4%	i
COc1ccc(C2(NC(C)=O)CCN(Cc3cccnc3)CC2)cc1	1%	0%	0%	3%	1%	-0.3%	-3.4	-15%	i
COC(=O)c1ccccc1NC(=O)C1CCC(=O)N1S(=O)(=O)c1ccc(C)cc1 (stereo not given)	10%	-2%	-4%	0%	-2%	-0.4%	-0.3	2%	i

Record cards (already shown). Order of values: Nrf2 inh	HepG2 tox	A549 tox	TGFb SMAD3 inh	Mm-Cpn inhibitor	Nrf2 ARE act	CCT chaperon mod	Abeta yeast res	pAkt inh
CC(NC(=O)C(=O)Nc1c2c(nn1-c1ccccc1)CSC2)c1ccccc1 (stereo not given) is listed as x	-26%	-5%	-11%	x	0.9%	x	14%	x
O=[N+]([O-])c1cc(S(=O)(=O)N2CCCC2)ccc1N/N=C/c1cccnc1 is listed as 2%	-14%	3%	5%	3%	-0.6%	0.2	0%	i

Some of these compounds in order of SMILES length, ascending.
SMILES	Nrf2 inh	HepG2 tox	A549 tox	TGFb SMAD3 inh	Mm-Cpn inhibitor	Nrf2 ARE act	CCT chaperon mod	Abeta yeast res	pAkt inh
CCOc1cc(NC(=S)NCCc2ccccc2)c(OCC)cc1NC(C)=O	-4%	-13%	2%	4%	0%	0.3%	-2.3	-7%	i
CC(NC(=O)C(=O)Nc1c2c(nn1-c1ccccc1)CSC2)c1ccccc1 (stereo not given)	x	-26%	-5%	-11%	x	0.9%	x	14%	x
O=[N+]([O-])c1cc(S(=O)(=O)N2CCCC2)ccc1N/N=C/c1cccnc1	2%	-14%	3%	5%	3%	-0.6%	0.2	0%	i
CCCN(CC1CC1)C(=O)CSc1nnc(-c2cc(-c3cccs3)nc3ccccc23)o1	u	-1%	-2%	-1%	1%	-0.3%	-0.2	10%	i

Screens: PubChem, National Center for Advancing Translational Sciences (NCATS)
